Compound activity as filed in PubChem.
CAL PDZ FP-1: CAL PDZ peptide-binding inhibitors, primary screen, biochemical, fluorescence polarization, Cer-tagged CAL PDZ, HTS; purified CAL PDZ, TMR-peptide fluorescence polarization, 1 h; AID 504414, 2011; 0.02% of 330,000 active; inhibition, % at 20 µM;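 active = highest replicate inhibition of at least 40%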;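 note: plate controls were DMSO neutral control wells for no effect and unlabeled competitor peptide control wells for full effect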
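Test system: tagged CAL PDZ domain / Buffer or medium: sodium phosphate/NaCl buffer pH 7.4 with TCEP, IgG, Thesit / Reagent: TMR-labelled reporter peptide T*-PRC34 bound in PDZ groove / Compound dosing: single point, 20 µM / Schedule: 1 h incubation at room temperature before polarization reading / Technique: fluorescence polarization (mP) / Benchmarks: unlabelled peptide, DMSO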
PfHsp90 yeast 2: growth inhibition of PfHsp90-expressing yeast, primary screen, antimalarial PfHsp90 inhibitor project, S. cerevisiae, BacTiter-Glo luminescence, single point, set 2. 0.32% of 310,000 active. BacTiter-Glo ATP, 48 h; yeast lacking PDR1 and PDR3 efflux regulators. AID 504621, 2011. inhibition, % at 9.4 µM;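 active = every replicate shows inhibition above about 80%, whatever the replicate mean, limit read from the data; inconclusive = mean inhibition reaches the set limit but some replicate falls short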;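 note: 0% = DMSO neutral controls and 100% = 20 µM radicicol positive controls; yeast relying on Plasmodium falciparum Hsp90 in place of its own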
PvdQ acylase: P. aeruginosa PvdQ acylase inhibitors, primary screen, biochemical, fluorescence, plate reader and imaging, single point; inhibition, % at 10 µM; 0.063% of 340,000 active; purified PvdQ acylase; PvdQ acylase [Pseudomonas aeruginosa LESB58]; in the data active = inhibition above about 30%, passing the limit was not always enough; inconclusive = no clear call, values can overlap the other calls;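 note: 0% = vehicle neutral wells and 100% = reference inhibitor wells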
Rtt109 Vps75: inhibitors of C. albicans Rtt109/Vps75 HAT, primary screen, biochemical, ThioGlo CoA-SH fluorescence, plate reader; Histone acetyltransferase RTT109 (Candida albicans (strain SC5314 / ATCC MYA-2876)), …; purified Rtt109/Vps75, 4 h; inhibition, % at 34.9 µM; 0.16% of 330,000 active; AID 540336, 2011;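 active = inhibition of at least 50% in every replicate; inconclusive = best replicate reaches 50% inhibition but some replicates fall short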
Target sequence (Q5AAJ8 whole entry, looked up): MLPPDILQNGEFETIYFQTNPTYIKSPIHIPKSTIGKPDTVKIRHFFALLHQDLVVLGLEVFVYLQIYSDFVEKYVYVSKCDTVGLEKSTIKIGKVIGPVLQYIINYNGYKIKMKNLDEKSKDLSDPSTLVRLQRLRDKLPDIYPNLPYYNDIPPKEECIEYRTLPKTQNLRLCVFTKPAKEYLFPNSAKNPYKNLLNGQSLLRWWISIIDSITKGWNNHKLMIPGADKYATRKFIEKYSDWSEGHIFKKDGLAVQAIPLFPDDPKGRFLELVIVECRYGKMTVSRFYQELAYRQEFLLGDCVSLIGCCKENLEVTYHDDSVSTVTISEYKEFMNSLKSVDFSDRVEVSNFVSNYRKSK
SR-BI HDL uptake: inhibitors of SR-BI mediated HDL lipid uptake, primary screen, ldlA[mSR-BI] cells, fluorescence, single point | 0.96% of 320,000 active | inhibition, % at 12.5 µM | AID 488896, 2010 | ldlA[mSR-BI] CHO cells, DiI-HDL uptake fluorescence, 3 h | Scavenger receptor class B member 1 (Mus musculus), Q61009;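 active = mean replicate inhibition of at least 70% and a set share of replicates each scoring 70 or more; inconclusive = meets just one of the two criteria; inactive = fails both criteria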;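 note: 0% = median of neutral control wells and 100% = median of positive control wells; values of inactives mirror those of a sister screen read the other way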
dFosB activator: activators of delta FosB homodimer, primary screen, biochemical, fluorescence polarization, TAMRA-CDK5 oligo, single point. 0.99% of 340,000 active. activation, % at 25 µM. purified delta FosB; percent of positive-control signal above neutral wells;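 active = mean activation above about 17%, with every replicate also reaching it, limit read from the data, passing the limit was not always enough; inconclusive = only one of the two conditions met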;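 note: fluorescence polarization rise as delta FosB binds a TAMRA Cdk5 AP-1 oligo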
Target sequence (P13346 whole entry, looked up): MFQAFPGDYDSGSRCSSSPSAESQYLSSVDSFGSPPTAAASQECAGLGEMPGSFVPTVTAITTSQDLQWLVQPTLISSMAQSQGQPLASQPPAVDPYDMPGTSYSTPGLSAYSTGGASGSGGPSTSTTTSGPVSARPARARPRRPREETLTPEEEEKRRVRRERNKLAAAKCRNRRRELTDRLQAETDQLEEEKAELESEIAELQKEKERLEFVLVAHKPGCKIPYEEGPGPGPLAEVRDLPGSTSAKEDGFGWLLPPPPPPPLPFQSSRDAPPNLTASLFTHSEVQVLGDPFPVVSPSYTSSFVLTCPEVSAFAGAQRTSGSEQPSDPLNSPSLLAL
MITF act: activators of MITF-driven TRPM1 promoter reporter, primary screen, cell-based, SK-MEL-5, luciferase, single point. 0.75% of 300,000 active. SK-MEL-5 TRPM1-promoter luciferase, 24 h; % of positive control, neutral wells = 0. activation, % at 12.5 µM;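 active = mean activation of at least 80% with every replicate also reaching 80%; inconclusive = mean reaches 80% but some replicate falls short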;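 note: 0% = neutral control wells and 100% = parthenolide positive control wells; values of inactives mirror those of a sister screen read the other way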
CAL PDZ FP-2: untagged CAL PDZ binding inhibitors, primary screen, biochemical, fluorescence polarization, HTS; inhibition, % at 24.9 µM; AID 602252, 2012; Golgi-associated PDZ and coiled-coil motif-containing protein (Homo sapiens), Q9HD26; purified CAL PDZ, TMR-peptide fluorescence polarization, 1 h; 0.92% of 300,000 active;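 active = mean inhibition of at least 30% with at least half of replicates also reaching 30%; inconclusive = no clear call, values can overlap the other calls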;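 note: 0% = DMSO neutral control and 100% = excess unlabeled competitor peptide PRC23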
SR-BI DiI-HDL act: activators of SR-BI mediated DiI-HDL uptake, primary screen, ldlA[mSR-BI] CHO cells, DiI fluorescence. 0.096% of 320,000 active. 3 h; 100 = double the neutral-control signal. activation, % at 12.5 µM;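 active = mean replicate activation of at least 60% and every replicate at or above 60%; inconclusive = mean or all-replicate condition met, but not both; inactive = mean below 60% and not all replicates reaching 60%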;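 note: 0% = median plate neutral-control signal and 100% = twice that signal; values of inactives mirror those of a sister screen read the other way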
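Test system: SR-BI-overexpressing, LDLR-lacking CHO cells. Measured by: DiI fluorescence, bottom read. Medium: Ham's F12 with 0.5% BSA, HEPES 25 mM, pH 7.4. Timing: 3 h uptake period with compound, 37 °C.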
NSD2 inh: NSD2 histone methyltransferase inhibitors, primary screen, biochemical, AlphaScreen, single concentration, set 2 | Histone-lysine N-methyltransferase NSD2 (Homo sapiens), O96028 | NSD2 peptide methylation, 120 min | inhibition, % at 12.5 µM | 0.54% of 310,000 active | AID 743445, 2014; in the data active = inhibition above about 50%
An asterisk follows results filed as active; ? = inconclusive; . = not tested or not shown.

SMILES | CAL PDZ FP-1 | PfHsp90 yeast 2 | PvdQ acylase | Rtt109 Vps75 | SR-BI HDL uptake | dFosB activator | MITF act | CAL PDZ FP-2 | SR-BI DiI-HDL act | NSD2 inh
COc1ccc([C@@H]2CC=C(C(=O)O)[C@H](c3cccc(Cl)c3)N2S(=O)(=O)c2ccc(C)cc2)cc1OC | -1.6 | 13 | -13 | -8 | -5 | -6 | 6 | 2 | 5 | .
COc1ccc(C(=O)NCC(=O)OCC(=O)c2cc(OC)c(OC)c(OC)c2)cc1OC | -1.7 | 7 | -7 | -1 | -15 | -13 | -3 | -1 | 15 | -5
CC(OC(=O)c1ccc2ncsc2c1)C(=O)N(C)C1CCCCC1 (configuration not stated) | -2.9 | . | -10 | -13 | 10 | -11 | -3 | 0 | -10 | -2
CN(C(=O)COC(=O)c1ccccc1NC(=O)c1ccco1)C1CCS(=O)(=O)C1 (configuration not stated) | -2.2 | -13 | -11 | -22 | -28 | 0 | -9 | -3 | 28 | -5
Cc1ccc(OCc2cc(C(=O)NCC3COCCO3)no2)cc1C (configuration not stated) | 0.1 | 2 | -7 | 0 | -8 | -1 | 7 | . | 8 | -2
O=C(COc1ccccc1)NCC(=O)Nc1ccncc1 | 1.6 | 9 | -1 | -7 | 2 | -3 | 13 | 5 | -2 | -6
CC(C)c1ccc(NC(=O)Cn2c(=O)oc3ccccc32)cc1 | . | -4 | 12 | -2 | -17 | -3 | 1 | 4 | 17 | -2
c1coc(Cn2c(SCc3nc4ccccc4[nH]3)nnc2-c2cccs2)c1 | -2.3 | 9 | -7 | -4 | -12 | -19 | 10 | . | 12 | 1
O=[N+]([O-])c1ccc(Oc2ccc(-c3cnc4ccccc4n3)cc2[N+](=O)[O-])cc1 | -1.9 | -8 | 1 | -10 | 24 | 3 | 12 | 2 | -24 | 0
CC(C)(C)C1CCC(C(=O)OCC(=O)N2CCN(C(=O)c3ccco3)CC2)CC1 (configuration not stated) | -0.9 | 8 | -13 | -9 | -24 | -3 | -21 | 0 | 24 | 1
N#Cc1c(-c2ccc3c(c2)OCO3)cc[nH]c1=O | -1.2 | 42 | -6 | -1 | . | -15 | -13 | -4 | . | .
O=C(C1=C(O)C(=O)N(c2ccccc2)C1c1ccc([N+](=O)[O-])cc1)c1cccs1 (configuration not stated) | -0.3 | -10 | -1 | -4 | 1 | -7 | -5 | -1 | -1 | 5
CCCN1Cc2cccc(C(=O)N3CCN(c4ccc(F)cc4)CC3)c2C1=O | 0.2 | -5 | -5 | -1 | 20 | -8 | 9 | -3 | -20 | -1
CSCCC(NS(=O)(=O)c1ccc2ccccc2c1)C(=O)OCC(=O)c1ccc(C(C)C)cc1 (configuration not stated) | 0.3 | 7 | 7 | 12 | 6 | 3 | 0 | -5 | -6 | 2
CC1CCN(Cc2ccc(-c3nnn(CC(=O)Nc4ccccc4Cl)n3)cc2)CC1 | -1.0 | 13 | -12 | -2 | -7 | -18 | 4 | 9 | 7 | -1
COC(=O)[C@]1(C)N[C@H](CN(C)C(=O)Nc2ccccc2)[C@@H]2C(=O)N(Cc3ccccc3)C(=O)[C@@H]21 | 0.2 | -4 | 4 | -7 | 6 | -8 | 4 | -17 | -6 | .
CCOc1ccc(Oc2nc(N(CC)CC)nc(N3CCOCC3)n2)nn1 | -1.2 | -19 | -15 | -1 | -3 | -6 | 0 | 7 | 3 | 1
CCCN(CCC)c1nc(NC2CCN(C(=O)OCC)CC2)nc(OC)n1 | -1.0 | -6 | 12 | 26 | 19 | -5 | -10 | . | -19 | 1
Cc1nn(CCC#N)c(NC(=O)c2ccc(Cl)cc2Cl)c1P(=O)(Nc1ccc([N+](=O)[O-])cc1)N1CCOCC1 (configuration not stated) | -0.3 | -7 | 1 | 19 | -16 | 0 | -5 | -2 | 16 | -2
O=c1[nH]c(C2CCN(S(=O)(=O)c3ccc(F)cc3)CC2)nc2c1nnn2Cc1ccc2c(c1)OCCO2 | -1.9 | -6 | -11 | 2 | -10 | 2 | -12 | -3 | 10 | 8
CN(C)S(=O)(=O)NCc1ccc2c(c1)OCO2 | -1.3 | . | -13 | -12 | 19 | 1 | . | -1 | -19 | -2
Cc1ccccc1C1c2[nH]c3ccccc3c2C[C@H]2C(=O)N(C3CCN(Cc4ccccc4)CC3)CC(=O)N12 (some centres not stated) | -0.5 | 0 | -7 | -2 | 14 | 76* | -1 | -6 | -14 | 0
COc1ccccc1N1CCN(Cc2nc3ccccc3c(=O)n2CC(C)=O)CC1 | -0.1 | -12 | -6 | -5 | -13 | 3 | . | . | 13 | 2
CC(/C=C/c1ccco1)=N/NC(=O)Cc1cccs1 | -0.3 | -5 | -11 | 13 | -7 | -10 | 19 | 5 | 7 | 17
CCc1nnc(NC(=O)C2Cc3ccccc3CN2S(=O)(=O)c2cccs2)s1 (configuration not stated) | -0.7 | -6 | 4 | 22 | -10 | -14 | 40 | -3 | 10 | 4
COc1nc(Cl)cn(-c2ccc(Cl)cc2)c1=O | 0.0 | -20 | -2 | 1 | -3 | 16 | -9 | -3 | 3 | 1
NC(=O)c1oc2ccc(Cl)cc2c1N | . | 0 | -15 | 4 | -5 | -6 | -11 | 0 | 5 | 95*
O=C(O)CCC1(CCC(=O)O)CCCC(CCC(=O)O)(CCC(=O)O)C1=O | 0.2 | -14 | -18 | 0 | -61 | 0 | -5 | 80* | 61* | 2
COc1cccc(NC(=O)c2ccc(NCCCN3CCC(C)CC3)c([N+](=O)[O-])c2)c1 | 0.7 | 11 | -10 | 9 | 57 | ? | 17 | -5 | -57 | -6
COc1cc(/C=C/C(=O)Nc2cc(C(F)(F)F)ccc2Cl)cc(OC)c1OC | -3.3 | -26 | 9 | -8 | 78* | -3 | -2 | -1 | -78 | 1
Cc1ccc(N2C(=O)NC3(CCCCC3)C2=O)cc1 | -1.6 | -16 | -12 | 0 | -23 | -5 | 21 | -6 | 23 | -4
COCC(C)n1c(C)cc(C(=O)COC(=O)c2nc3nc(C)cc(C)n3n2)c1C (configuration not stated) | -2.3 | . | -12 | . | 18 | -6 | . | -2 | -18 | 1
O=C(Cn1nnc2ccccc2c1=O)N1CCCc2ccccc21 | 0.1 | 13 | -8 | -14 | -16 | -8 | 3 | . | 16 | 17
O=C(Nc1ccc(C(=O)N2CCCc3ccccc32)cc1)c1cccs1 | -0.2 | 4 | 2 | -3 | 41 | -5 | . | 1 | -41 | -1
CC(C)Sc1cc(N2CCCC2)nc(-c2ccc(F)cc2)n1 | -0.1 | -3 | -7 | -8 | 17 | 6 | -6 | 0 | -17 | -2
Cc1cc(N/N=C/c2ccccc2[N+](=O)[O-])nc(-n2nc(C)cc2C)n1 | -0.4 | 4 | -5 | -4 | 61 | -12 | . | . | -61 | 5
CCOC(=O)c1ccc(NC(=O)CCN2C(=O)C3CC=CCC3C2=O)cc1 (configuration not stated) | -2.2 | . | -18 | 4 | -6 | -9 | 12 | 0 | 6 | 0
CC(=O)c1cnc(Nc2nc(C)c3cc(C)c(C)cc3n2)nc1C | -0.2 | 38 | -10 | 2 | 4 | -10 | 1 | -1 | -4 | 0
COc1ccc2[nH]c(=O)c(CN(C(=O)NC3CCCCC3)C3CCCCC3)cc2c1 | -0.7 | -22 | -11 | -11 | -5 | -4 | . | -1 | 5 | 1
O=C1CC(NS(=O)(=O)c2ccc([N+](=O)[O-])cc2)CN1c1ccc2c(c1)OCCO2 (configuration not stated) | -1.7 | . | 1 | 11 | -13 | -5 | -7 | -3 | 13 | 1

Quoted at random: 2 entries already listed, in no set order.
SMILES | CAL PDZ FP-1 | PfHsp90 yeast 2 | PvdQ acylase | Rtt109 Vps75 | SR-BI HDL uptake | dFosB activator | MITF act | CAL PDZ FP-2 | SR-BI DiI-HDL act | NSD2 inh
O=C1CC(NS(=O)(=O)c2ccc([N+](=O)[O-])cc2)CN1c1ccc2c(c1)OCCO2 (configuration not stated) | -1.7 | . | 1 | 11 | -13 | -5 | -7 | -3 | 13 | 1
Cc1cc(N/N=C/c2ccccc2[N+](=O)[O-])nc(-n2nc(C)cc2C)n1 | -0.4 | 4 | -5 | -4 | 61 | -12 | . | . | -61 | 5

The list continues.
SMILES | CAL PDZ FP-1 | PfHsp90 yeast 2 | PvdQ acylase | Rtt109 Vps75 | SR-BI HDL uptake | dFosB activator | MITF act | CAL PDZ FP-2 | SR-BI DiI-HDL act | NSD2 inh
CCOC(=O)C1(Cc2ccc(OC)cc2)CCN(C(=O)CCc2cnccn2)CC1 | 0.2 | 13 | -8 | -8 | 15 | -2 | 15 | 76* | -15 | 0
CCN(c1ccccc1)S(=O)(=O)c1ccc(Cl)c(NC(=O)COC(=O)c2ccc(O)cc2)c1 | -1.5 | 29 | -5 | 1 | 37 | 10 | 0 | 0 | -37 | 1
COC(=O)C[C@H]1c2cc(F)cc(F)c2S(=O)(=O)N1C1CCN(Cc2ccccc2)CC1 | -0.6 | . | -15 | -1 | -2 | 3 | -1 | 0 | 2 | .
CCOC(=O)CNC(=O)CSc1ncnc2c1cnn2Cc1ccccc1 | -1.3 | 2 | -14 | . | -5 | -4 | -4 | -2 | 5 | -3
CNC[C@H](NC[C@@H](NCCCc1ccccc1)c1ccccc1)[C@H](C)O | -0.9 | -6 | -10 | 4 | -13 | 2 | 17 | -5 | 13 | .
CCCCn1c(N)c(N(Cc2ccccc2OC)C(=O)c2ccc([N+](=O)[O-])s2)c(=O)[nH]c1=O | -2.3 | -23 | -6 | -1 | 4 | -6 | -31 | 0 | -4 | 8
Cc1nonc1C(=O)N/N=C/c1ccc(O)cc1O | -2.3 | 5 | 0 | 5 | 62 | -7 | -35 | -4 | -62 | 1
COc1ccc(CCNC(=O)c2ccccc2Cl)cc1OC | -1.6 | -15 | -6 | -5 | 14 | -13 | 4 | 2 | -14 | -2
O=C(COC(=O)Cn1cnc2ccccc2c1=O)NCc1ccccc1 | -1.7 | . | -3 | -19 | 6 | -3 | -1 | -6 | -6 | -2
Cc1cc(C)cc(OCC(=O)NNC(=O)C2CCCO2)c1 (configuration not stated) | 1.5 | 22 | -3 | -6 | -2 | 4 | 3 | 1 | 2 | -1
